Xi reactivation: activators of X-chromosome reactivation in mouse fibroblasts. XiGFP mouse fibroblasts, % GFP-positive cells imaging, 3 d; cells co-treated with 5-aza-dC sensitizer; scaled so ellipticine positive control = 100%. activation, % at 7.58 µM. 0.055% of 360,000 active;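 active = mean normalized replicate activation at least 10% and every replicate at or above 10%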;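 also: 0% = median of on-plate neutral control wells and 100% = ellipticine 6 µM median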
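material = 68-5-11 XiGFP fibroblast line | medium = DMEM plus 5-aza-dC sensitizer | schedule = 3 days compound exposure | benchmarks = positive control ellipticine, 6 µM final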
ERAP1 HTS inh: ERAP1 (human) enzyme inhibition; Q9NZ08; recombinant ERAP1, Leu-AMC fluorescence, 60 min; inhibition, % at 10.7 µM; 0.15% of 340,000 active; AID 652197;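 active = mean replicate inhibition of at least 30%, or all replicates individually reaching that 30% level; inactive = mean below 30% and not every replicate reaching it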;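 also: 0% = neutral control wells and 100% = L-leucinethiol positive control wells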
esBAF inh: blocks esBAF chromatin remodeling in mouse ES cells; Bmi1-luciferase knock-in reporter, 24 h; 100% = twice the neutral-well signal; reporter increase, % at 12.5 µM; 2% of 350,000 active; in the data active = activation above about 40%;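 also: 0% = median of the plate's neutral control wells and 100% = double that signal; a rise in the Bmi1 reporter signal indicates esBAF inhibition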
E-sel inducer: induces E-selectin expression in human endothelial cells; P16581; HUVEC E-selectin immunofluorescence imaging; normalized: neutral wells 0, TNF-alpha wells 100; activation, % at 7.58 µM; 0.37% of 260,000 active; AID 686992;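 active = mean E-selectin-positive cell signal at least 10% of the positive control, reached in at least 60% of replicates, without over 20% cell loss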;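 also: in these data hits start at about 27%; measured in HUVEC primary endothelial cells; signal is the percent of cells scored E-selectin positive by PE staining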
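assay system = HUVEC, human umbilical vein endothelial cells | input = 3,000 HUVEC seeded per well | medium = EGM-2 growth medium on 0.1% gelatin-coated wells | dosing = one compound dose added by pin transfer | signal = immunofluorescence imaging | read-out basis = % PE-positive cells | control set = TNF-alpha, DMSO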
RAD52 inh: blocks human RAD52 DNA annealing; recombinant RAD52 DNA annealing, FRET fluorescence; P43351; 0.46% of 360,000 active; inhibition, % at 18.7 µM;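 active = every replicate showing at least 50% inhibition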
RAD54 inh: RAD54 (human) branch migration inhibition; RAD54 Holliday junction branch migration, FAM/BHQ fluorescence; 0.14% of 360,000 active; inhibition, % at 10.4 µM; AID 602329;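 active = mean normalized replicate activity at least 40 and at least half of replicates scoring 40 or more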;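 also: 0% = median of neutral control wells and 100% = median of positive control wells; inhibitors cause a drop in the FAM fluorescence signal; in these data hits start at about 50%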
Target sequence (Q92698 whole entry, looked up): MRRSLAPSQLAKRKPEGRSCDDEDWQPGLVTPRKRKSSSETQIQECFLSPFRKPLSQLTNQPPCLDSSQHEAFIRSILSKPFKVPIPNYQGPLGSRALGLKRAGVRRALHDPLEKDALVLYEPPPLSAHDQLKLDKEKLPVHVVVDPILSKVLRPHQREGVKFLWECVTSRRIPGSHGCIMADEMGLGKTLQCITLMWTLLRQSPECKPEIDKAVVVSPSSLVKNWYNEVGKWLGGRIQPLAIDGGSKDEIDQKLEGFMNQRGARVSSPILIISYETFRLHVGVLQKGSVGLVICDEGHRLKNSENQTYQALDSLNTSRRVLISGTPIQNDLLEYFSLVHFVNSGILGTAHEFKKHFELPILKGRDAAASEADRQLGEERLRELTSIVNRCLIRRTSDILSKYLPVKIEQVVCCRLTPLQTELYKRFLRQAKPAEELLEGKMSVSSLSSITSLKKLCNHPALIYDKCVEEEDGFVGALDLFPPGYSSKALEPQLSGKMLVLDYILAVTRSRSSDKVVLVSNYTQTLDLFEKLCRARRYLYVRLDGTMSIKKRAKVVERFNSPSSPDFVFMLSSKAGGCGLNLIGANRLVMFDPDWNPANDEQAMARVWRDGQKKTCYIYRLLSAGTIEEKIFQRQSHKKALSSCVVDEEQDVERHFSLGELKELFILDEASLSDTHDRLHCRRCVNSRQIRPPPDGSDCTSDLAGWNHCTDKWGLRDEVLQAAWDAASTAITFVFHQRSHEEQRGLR
ERp5 inh: blocks human ERp5 reductase activity on insulin; ERp5 insulin aggregation, absorbance 650 nm, 90 min; 0.05% of 350,000 active; AID 651711; inhibition, % at 9.99 µM;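 active = mean replicate inhibition above about 25%, with every replicate also reaching it, limit read from the data, passing the limit was not always enough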
S100A4 MyoIIA: inhibitors of human S100A4 binding to myosin IIA peptide | P26447 | S100A4/TAMRA-MyoIIA peptide fluorescence polarization | inhibition, % at 10.7 µM | 0.14% of 360,000 active;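 active = mean inhibition of at least 70% across replicates, with every replicate also reaching that level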
Target sequence (P26447 whole entry, looked up): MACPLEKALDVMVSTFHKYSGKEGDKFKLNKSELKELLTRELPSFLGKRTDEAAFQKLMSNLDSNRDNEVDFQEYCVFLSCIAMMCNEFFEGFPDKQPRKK
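Material: S100A4 monomer protein | Medium: HEPES pH 7.2 with CaCl2, KCl, NaCl, DTT, Triton | Reagent: Labelled myosin peptide probe, 5 nM | Doses: One dose per compound | Times: 5 min incubation before reading | Benchmarks: Neutral control DMSO, positive control TFP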
* marks the source's active call; other numbers are inactive results; nt = no result given.

SMILES | Xi reactivation | ERAP1 HTS inh | esBAF inh | E-sel inducer | RAD52 inh | RAD54 inh | ERp5 inh | S100A4 MyoIIA
CC(=O)Nc1ccc(S(=O)(=O)N2CCC(C(=O)O)(c3ccccc3)CC2)cc1 | 0.4 | -1 | -4 | 0.0 | -7 | 17 | 3 | -2
CCCC(=O)Nc1ccc2c(c1)C(=O)N(C)C[C@H](OC)[C@H](C)CN(Cc1nccs1)[C@H](C)CO2 | 0.0 | nt | 3 | -0.1 | 13 | -10 | 1 | 22
CN(Cc1ccccc1)C(=O)c1csc([C@@H]2O[C@H](CO)[C@@H](O)[C@H]2O)n1 | -0.1 | -6 | -6 | -0.1 | 6 | -13 | 1 | 9
O=C(NCc1ccccc1C(F)(F)F)C1CCC(=O)N(C2CCCCCC2)C1 (configuration not stated) | 0.5 | 0 | 9 | nt | 0 | 15 | -2 | -4
CCOC(=O)C1=CN(Cc2ccco2)S(=O)(=O)N(CC)C1c1ccc(F)c(Cl)c1 (configuration not stated) | 0.5 | 1 | 2 | -1.3 | -24 | -5 | 2 | 2
CO[C@@H]1CN(C)C(=O)c2cc(NC(=O)C3CCC3)ccc2OC[C@H](C)N(Cc2ccncc2)C[C@H]1C | 0.0 | nt | 2 | 0.2 | 3 | 4 | 5 | nt
O=[N+]([O-])c1cc([N+](=O)[O-])c(Oc2cc(Cl)ccc2Cl)cc1NC1CCCCCCC1 | 0.0 | nt | -1 | 0.0 | nt | 2 | nt | nt
O=C(NCCc1ccccc1)C1CCCN1C(=O)Nc1ccccc1 (configuration not stated) | 0.4 | -1 | -1 | 1.3 | -23 | 0 | 0 | -8
O=C(CCc1nnc(CCC2CCCCC2)o1)NCc1ccon1 | 0.2 | -2 | nt | nt | -10 | nt | 2 | -10
COc1ccccc1NNC(=O)c1cc(C(C)(C)C)nn1Cc1ccccc1 | 0.0 | -8 | nt | nt | 5 | -5 | -1 | 9

Entries above that have four or more nitrogen atoms (4):
SMILES | Xi reactivation | ERAP1 HTS inh | esBAF inh | E-sel inducer | RAD52 inh | RAD54 inh | ERp5 inh | S100A4 MyoIIA
CCCC(=O)Nc1ccc2c(c1)C(=O)N(C)C[C@H](OC)[C@H](C)CN(Cc1nccs1)[C@H](C)CO2 | 0.0 | nt | 3 | -0.1 | 13 | -10 | 1 | 22
CO[C@@H]1CN(C)C(=O)c2cc(NC(=O)C3CCC3)ccc2OC[C@H](C)N(Cc2ccncc2)C[C@H]1C | 0.0 | nt | 2 | 0.2 | 3 | 4 | 5 | nt
O=C(CCc1nnc(CCC2CCCCC2)o1)NCc1ccon1 | 0.2 | -2 | nt | nt | -10 | nt | 2 | -10
COc1ccccc1NNC(=O)c1cc(C(C)(C)C)nn1Cc1ccccc1 | 0.0 | -8 | nt | nt | 5 | -5 | -1 | 9

Entries of single compounds, looked up by structure. Order of screens: Xi reactivation, ERAP1 HTS inh, esBAF inh, E-sel inducer, RAD52 inh, RAD54 inh, ERp5 inh, S100A4 MyoIIA
O=C(NCCc1ccccc1)C1CCCN1C(=O)Nc1ccccc1 (configuration not stated) reads 0.4, -1, -1, 1.3, -23, 0, 0, -8
O=[N+]([O-])c1cc([N+](=O)[O-])c(Oc2cc(Cl)ccc2Cl)cc1NC1CCCCCCC1 reads 0.0, nt, -1, 0.0, nt, 2, nt, nt

(listing goes on)
SMILES | Xi reactivation | ERAP1 HTS inh | esBAF inh | E-sel inducer | RAD52 inh | RAD54 inh | ERp5 inh | S100A4 MyoIIA
COc1cc(NC(=O)COC(=O)c2ccc3ccccc3n2)cc(OC)c1 | 0.0 | -6 | -2 | nt | -188 | -4 | 9 | 0
C[C@H]1CN([C@@H](C)CO)C(=O)Cc2cc(NC(=O)CCC(F)(F)F)ccc2O[C@H]1CN(C)C(=O)Nc1ccc(C(F)(F)F)cc1 | 0.0 | nt | 3 | 0.0 | nt | 9 | nt | nt
C[C@H](CO)N1C[C@H](C)[C@H](CN(C)S(=O)(=O)c2cn(C)cn2)Oc2ccc(NS(C)(=O)=O)cc2CC1=O | 0.0 | nt | 0 | -3.9 | nt | 1 | nt | nt
CCN(CC)CCCn1c2c(c(SCC(=O)N3CCCc4ccccc43)nc1=O)CCC2 | -0.7 | -2 | 4 | -1.1 | -12 | 3 | -6 | 2
COc1ccccc1CNC(=O)C(=O)NCC1OCCN1C(=O)c1ccc(Cl)cc1 (configuration not stated) | 0.0 | 0 | -5 | nt | 0 | 9 | -1 | -3
c1ccc(CNc2nc(NCc3ccco3)nc(N3CCOCC3)n2)cc1 | 0.0 | 6 | nt | nt | -24 | nt | -4 | -2
COC(=O)c1c(NC(=O)CN2CCCc3ccccc32)sc(C)c1C | 0.0 | -1 | nt | -3.1 | -23 | nt | 8 | -10
CC1CCN(S(=O)(=O)c2cc([N+](=O)[O-])ccc2Cl)CC1 | 0.2 | -4 | nt | nt | 4 | nt | 4 | 3
O=C(Cn1cnc(S(=O)(=O)N2CCOCC2)c1)Nc1ccc(OC(F)(F)F)cc1 | 0.0 | -2 | -5 | nt | 4 | 20 | 1 | -3
COc1cc(NC(=O)C(=O)N2CCN(C)CC2)c(OC)cc1Cl | 0.1 | -1 | nt | nt | 1 | nt | -1 | 4
COC(=O)c1cc(CNC(=O)c2ccccc2Cl)ccc1OC | 0.2 | 3 | nt | nt | -3 | nt | 2 | -2
CC(Oc1ccc(Br)cc1)C(=O)Nc1nc(-c2ccccn2)cs1 (configuration not stated) | -0.1 | 0 | -43 | 1.4 | -18 | -10 | 5 | 1
CCc1nc2c(OCc3ccc(C#N)cc3)cccn2c1N(C)C(=O)C(C)C | 0.5 | -2 | -8 | 0.1 | -20 | -5 | 7 | 0
CCc1c(O)cc(=O)n(-c2ccccc2)c1-c1ccccc1 | 0.5 | 2 | nt | nt | -26 | -3 | 0 | -5
COc1ccc(-c2c(-c3ccsc3)oc3ccc(N4CCOCC4)cc23)cc1 | -0.1 | 4 | -6 | -0.2 | -10 | -1 | -2 | 6
Cc1nnc(SCC(=O)Nc2nc3ccccc3s2)n(N)c1=O | -0.1 | 4 | nt | -0.3 | -21 | 7 | -1 | -6
CN(CC(=O)O)S(=O)(=O)c1cc(Cl)ccc1Cl | nt | -1 | 0 | nt | -7 | -9 | 0 | -1
O=Cc1c(-c2ccccc2)cc2oc3ccccc3cc1-2 | nt | 0 | 34 | nt | 5 | 4 | 0 | -3
CCOC(=O)c1ccc(NC(=O)c2ccccc2)cc1 | nt | -2 | 36 | nt | -8 | 2 | -9 | 4
CC(=O)Nc1ccc(C)c([N+](=O)[O-])c1 | 0.0 | 14 | -10 | nt | -19 | -1 | 0 | 1

Part of the list above, reduced to S100A4 MyoIIA, ERp5 inh and RAD52 inh.
smiles | S100A4 MyoIIA | ERp5 inh | RAD52 inh
CCc1nc2c(OCc3ccc(C#N)cc3)cccn2c1N(C)C(=O)C(C)C | 0 | 7 | -20
CCc1c(O)cc(=O)n(-c2ccccc2)c1-c1ccccc1 | -5 | 0 | -26
COc1ccc(-c2c(-c3ccsc3)oc3ccc(N4CCOCC4)cc23)cc1 | 6 | -2 | -10

Continued.
SMILES | Xi reactivation | ERAP1 HTS inh | esBAF inh | E-sel inducer | RAD52 inh | RAD54 inh | ERp5 inh | S100A4 MyoIIA
Cc1c2cnn(CC(=O)NCCCN3CCCCC3)c(=O)c2c(C)n1Cc1ccccc1 | 0.1 | 5 | 3 | -0.1 | 1 | 1 | 0 | -23
O=C(COC(=O)c1cc(NS(=O)(=O)c2cccs2)ccc1O)Nc1ccc(F)c(F)c1F | 0.0 | 1 | -7 | -0.1 | -10 | -6 | 6 | -5
COc1cccc(C(=O)Nc2ccc3c(c2)OC[C@H](C)N(C(C)=O)C[C@H](C)[C@@H](OC)CN(C)C3=O)c1 | -0.2 | 1 | -5 | -0.1 | -10 | 10 | 0 | -1
CCOC(=O)c1oc2ccc(S(=O)(=O)n3nc(-c4ccc(OC)cc4)cc3N)cc2c1C | 0.1 | nt | 15 | 2.4 | -2 | -2 | 4 | -1
CO[C@@H]1CN(C)C(=O)c2cc(NC(=O)c3ccc(-c4ccccc4)cc3)ccc2OC[C@H](C)NC[C@H]1C | 0.0 | 1 | -45 | 0.2 | 44 | 14 | -3 | 15
CCOc1ccc(C(C(=O)NC2CCCC2)N(C(=O)c2snc(C(N)=O)c2N)c2cccc(O)c2)cc1 (configuration not stated) | 0.3 | -2 | 7 | -0.1 | -11 | -8 | -3 | -7
CCS(=O)(=O)N1CCC(C(=O)NCc2ccc(OC)cc2OC)CC1 | 0.0 | -2 | nt | nt | -16 | nt | -4 | 7
C[C@H](CO)N1C[C@H](C)[C@@H](CN(C)S(=O)(=O)c2ccc(Cl)cc2)Oc2ccc(NS(C)(=O)=O)cc2CC1=O | -0.1 | 1 | -2 | -15 | -3 | 0 | 2 | -13
CCCN(CC(=O)Nc1ccc(C(N)=O)cc1)CC(=O)Nc1ccccc1C | -0.4 | 1 | nt | 1.6 | -11 | nt | -2 | 3
CN1C(=O)c2cc(NC(=O)C3CCOCC3)ccc2OC[C@@H]2O[C@H](CC(=O)NC3CCCC3)CC[C@@H]21 | 0.4 | 0 | 0 | 0.1 | -19 | 5 | 2 | 8
O=S(=O)(c1ccccc1)N1[C@@H]2CNc3ccccc3[C@@H]2[C@@H]1CO | 0.0 | 0 | 1 | 0.1 | -1 | 0 | -1 | -5
CC(C)NC(=O)CN1CCN(C(=O)c2ccc3oc(CCCc4ccccc4)nc3c2)CC1 | -0.1 | -6 | nt | 0.3 | 13 | -12 | 5 | 21
Cn1ccnc1SCc1cccc([N+](=O)[O-])c1 | nt | -4 | 15 | nt | 5 | -15 | 1 | 1
Cc1ccc(S(=O)(=O)N[C@H]2C=C[C@@H](CC(=O)N3CCc4ccccc4C3)O[C@@H]2CO)cc1 | -0.2 | -1 | -1 | 2.4 | -8 | -1 | -1 | 4
O=C(CSc1nnc2ccccn12)NC(=O)Cc1ccccc1 | 0.5 | -3 | nt | 0.0 | -11 | nt | -5 | 2
Cc1nccc(-c2ccc3c(c2)OCO3)n1 | 0.1 | 1 | nt | -1.8 | -10 | nt | 3 | -2
Cc1noc(C)c1NC(=O)N(C)C[C@@H]1OCCCC[C@@H](C)Oc2ccc(NC(=O)Nc3ccc(F)cc3)cc2C(=O)N([C@H](C)CO)C[C@H]1C | 0.2 | 2 | 6 | 0.1 | 8 | -2 | 0 | 2
O=C(NCc1cccc(F)c1)c1noc2c1CCCC2 | 0.0 | nt | 3 | -0.2 | -17 | 4 | 2 | 14
COc1ccc(S(N)(=O)=O)cc1-c1nnc2c3ccccc3c(C)nn12 | 0.0 | -6 | -4 | 0.0 | -9 | 5 | 1 | 2
CC(Cc1ccccc1)NC(=O)c1cc([N+](=O)[O-])ccc1Cl (configuration not stated) | -0.1 | 0 | nt | 0.7 | 1 | nt | 4 | -2
C[C@@H]1CN([C@@H](C)CO)C(=O)c2cccc(NC(=O)NC3CCCCC3)c2O[C@@H]1CN(C)C(=O)Nc1ccc(F)cc1 | -0.2 | 0 | 6 | -0.2 | 0 | 0 | 4 | 3
C#CCOCCOCCOCCNc1nc(N2CCOCC2)nc(N2CCN(C(=O)[C@H](Cc3ccc(O)cc3)n3cc([C@@H](N)CC(C)C)nn3)CC2)n1 | 0.0 | nt | 16 | -0.1 | -10 | 3 | -2 | 24
CCOc1ccc(CNC(=O)C2Cc3cc(S(=O)(=O)N4CCCCC4)ccc3N2C(C)=O)cc1 (configuration not stated) | 0.1 | 1 | 6 | nt | -10 | -1 | -1 | -5
CC1(Cc2ccc(Cl)c(Cl)c2)C(=O)Nc2c(Cl)ccc(Cl)c21 (configuration not stated) | 0.0 | 0 | -3 | 0.0 | -5 | -12 | 1 | 0

Screening results as filed in PubChem BioAssay.
